Bioassay records from PubChem.
G9a inh = blocks human histone lysine methyltransferase G9a; Q96KQ7; G9a H3K9 monomethylation, AlphaScreen, 2 h; Potency, µM (titrated, usually from 102 µM), for the others: at the top dose activity, negative = inhibition, usual class: inhibitors; 350,000 compounds, 8.8% hits; further: potency means the concentration at half of the fitted maximal effect; on the % scale 0 is the no-effect control and ±100 the full control effect; nearly all actives have a fitted effect of over 75% in size
Target sequence (Q96KQ7 913-1193 limits assumed): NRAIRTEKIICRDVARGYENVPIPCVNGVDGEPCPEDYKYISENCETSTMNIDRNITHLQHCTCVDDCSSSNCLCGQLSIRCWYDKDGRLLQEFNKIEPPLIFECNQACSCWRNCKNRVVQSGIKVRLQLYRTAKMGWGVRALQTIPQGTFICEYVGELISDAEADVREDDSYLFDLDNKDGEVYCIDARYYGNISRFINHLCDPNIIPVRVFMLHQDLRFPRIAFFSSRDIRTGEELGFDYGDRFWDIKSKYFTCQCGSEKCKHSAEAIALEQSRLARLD
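G9a (20 nM) was preincubated 15 min with compound, then reacted 2 h at room temperature with 500 nM biotin-H3K9 peptide and 20 µM SAM. Monomethyl-H3K9 detected by AlphaScreen using anti-H3K9me1 antibody.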
RGS4 inhibitor = human RGS4 inhibition. Transcreener GDP fluorescence polarization, RGS4-accelerated GTP hydrolysis. 390,000 compounds, 0.039% hits. P49798. AID 504845. Potency, µM (titrated, usually from 114 µM), inactives show top-dose activity change, negative = inhibition, actives largely listed as inhibitors; further: potency means the concentration at half of the fitted maximal effect; on the % scale 0 is the no-effect control and ±100 the full control effect; nearly all actives have a fitted effect of over 75% in size; some results filed as inactive show a strong effect at the top dose
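MLSMR compounds (23 nl, pin-transferred) preincubated 10 min at room temperature with a 500nM (2x) first reagent, then RGS4 at 900nM (2x) plus Transcreener GDP mix added; fluorescence polarization (620/688 nm) read before and after 90 min at 30 °C.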
JMJD2A Tudor = blocks the human JMJD2A Tudor domain. Potency, µM (doses to about 114 µM), inactives show at the top dose activity change, negative = inhibition, hits mostly inhibitors. O75164. AlphaScreen JMJD2A-Tudor / H3K4me3 peptide binding. 390,000 compounds, 4.4% hits; further: potency means the concentration at half of the fitted maximal effect; on the % scale 0 is the no-effect control and ±100 the full control effect; nearly all actives have a fitted effect of over 50% in size
PI4K2A inh = PI4K2A (human) kinase inhibition; purified PI4K2A, ADP-Glo luminescence, 1 h; hits give low values; activity change, negative = inhibition, % at 76.9 µM; 420,000 compounds, 0.13% hits; in the data active means activity change below about -50%; inconclusive means mostly about -30% to -49%;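 further: -100% = wells without enzyme as full effect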
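ADP-Glo luminescence measured ADP generated by PI4K2A enzyme (4 ug/mL before mixing) with 1.2 mM PI substrate (pre-mix) and 300 microM ATP (pre-mix). Tris pH7.5 buffer with MgCl2, Triton X-100; 1 h reaction at ambient temperature.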
BAZ2B inh = inhibitors of human BAZ2B bromodomain | Q9UIF8 | AlphaScreen BAZ2B-H3K14Ac peptide displacement | Potency, µM (titrated, usually from 114 µM), inactives show top-dose activity change, negative = inhibition, usual class: inhibitors | 360,000 compounds, 4.4% hits; further: potency means the concentration at half of the fitted maximal effect; on the % scale 0 is the no-effect control and ±100 the full control effect; nearly all actives have a fitted effect of over 60% in size
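BAZ2B 50 nM plus b-H3(5-23)K14Ac 50 nM, PBS pH 7.4/0.01% Tween-20, 30 min RT; compound added (max 110 uM), 30 min RT; streptavidin donor/Ni-chelate acceptor beads 10 ug/mL final, 20 min dark; AlphaScreen read.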
HP1b chromo inh = blocks HP1-beta chromodomain binding to methylated histone tails; P83916; AlphaScreen HP1-beta / biotin-H3K9me3 peptide binding; Potency, µM (top dose mostly 114 µM), for inactives: at the highest dose activity change, negative = inhibition, usual class: inhibitors; 390,000 compounds, 0.56% hits; AID 540317; further: potency means the concentration at half of the fitted maximal effect; nearly all actives have a fitted effect of over 70% in size; inactives centre near 23
Target sequence (P83916 whole entry, looked up): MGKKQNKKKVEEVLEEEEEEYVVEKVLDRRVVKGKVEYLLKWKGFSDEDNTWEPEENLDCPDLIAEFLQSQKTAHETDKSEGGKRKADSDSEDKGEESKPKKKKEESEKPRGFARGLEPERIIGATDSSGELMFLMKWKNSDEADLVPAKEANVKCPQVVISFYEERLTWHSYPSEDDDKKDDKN
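HP1-beta protein (50 nM final) preincubated 30 min at room temperature with biotinylated H3(1-18)K9me3 peptide (50 nM) in PBS pH 7.4, 0.01% Tween-20, then compound added for 30 min. AlphaScreen streptavidin donor/nickel chelate acceptor beads (10 ug/mL final), 30 min dark, luminescence read.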
GLS inh = blocks human kidney-isoform glutaminase activity | GLS enzymatic activity, qHTS titration | AID 624170 | Potency, µM (series often up to 45.5 µM), for the others: at the top dose activity change, negative = inhibition, usual class: inhibitors | O94925 | 410,000 compounds, 0.21% hits; further: potency means the concentration at half of the fitted maximal effect; on the % scale 0 is the no-effect control and ±100 the full control effect
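hKGA; 45 mM KH2PO4 pH 8.2 + 0.02% Tween-20; cpd via pin tool; 1 mM Gln soln; GluOx/HRP/Amplex Red; RT 30 min; fluor. t0 & final.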
12-LOX inh = ALOX12 (human) lipoxygenase inhibition; 580,000 compounds, 1.1% hits; purified 12hLO, xylenol orange hydroperoxide absorbance; P18054; Potency, µM (top dose mostly 108 µM), for inactives: at the top dose activity change, negative = inhibition, actives largely listed as inhibitors; further: potency means the concentration at half of the fitted maximal effect; on the % scale 0 is the no-effect control and ±100 the full control effect
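Purified human 12hLO (150 nM final) in 25 mM Hepes, 0.01% Triton X-100, pH 7.0 was preincubated 15 min at room temperature with compound. Then 40 uM arachidonic acid was added, 30 min. Hydroperoxide was read by Fe-XO absorbance ratio 573/405 nm.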
ERG-DNA inh = inhibitors of human ERG Ets domain-DNA interaction | Potency, µM (series often up to 76.9 µM), for inactives: top-dose FP activity, negative = inhibition, usual class: inhibitors | fluorescence polarization, His-ERG Ets domain / labelled DNA | P11308 | 370,000 compounds, 0.028% hits; active means well fitted inhibition curve with a large enough effect in the polarisation, with a control signal flat; inconclusive means small, poorly fitted or top-dose-only effect, or effect the other way, or a change in a side signal; inactive means no such curve, though single readings can be large or run the other way; the % refers to the polarisation;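 further: polarization taken with two DNA probes labelled with fluorescein and Texas red; potency means the concentration at half of the fitted maximal effect; % of control where 0% means no effect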
Target sequence (P11308 whole entry, looked up, the tested form may be a part): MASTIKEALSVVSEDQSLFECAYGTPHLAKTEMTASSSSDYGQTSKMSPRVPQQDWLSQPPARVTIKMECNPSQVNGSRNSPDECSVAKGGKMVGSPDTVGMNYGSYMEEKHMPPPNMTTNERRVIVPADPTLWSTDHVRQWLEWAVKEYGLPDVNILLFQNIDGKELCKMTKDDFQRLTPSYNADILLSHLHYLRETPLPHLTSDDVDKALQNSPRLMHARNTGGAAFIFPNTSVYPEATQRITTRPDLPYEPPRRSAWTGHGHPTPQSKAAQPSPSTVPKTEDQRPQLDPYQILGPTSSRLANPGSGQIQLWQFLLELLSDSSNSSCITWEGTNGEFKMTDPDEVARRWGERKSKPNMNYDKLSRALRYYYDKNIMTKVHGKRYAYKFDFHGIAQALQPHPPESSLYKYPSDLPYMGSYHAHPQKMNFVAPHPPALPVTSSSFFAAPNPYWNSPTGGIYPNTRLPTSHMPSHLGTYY
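His-tagged ERG Ets domain (1 uM in the protein solution; 300mM KCl, 50mM Tris-HCl, 1mM EDTA, 1mM DTT, pH 7.5) received compound, then a probe mix of 5 nM fluorescein-DNA and 100nM Texas-615-DNA. Fluorescence polarization was read for both dyes.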
Numbers without * were called inactive; [ ] = dose if it differs, or a comment. Unless noted, the call rests on the fitted dose curve; in most records, active means well fitted curve in the direction sought with a large enough effect; inconclusive means small, poorly fitted or top-dose-only effect, or another doubt; inactive means no such curve, though single readings can be large; an effect the other way counts as inactive or inconclusive.

For CC(C)NC(=O)C1CCN(C(=O)C(C(=O)c2ccccc2)n2cc(Cl)ccc2=O)CC1 (stereo unspecified) the results were G9a inh 4%[12.7 µM], RGS4 inhibitor 41%, JMJD2A Tudor -11%, PI4K2A inh -3, BAZ2B inh -6%, HP1b chromo inh 27%, GLS inh 1%, 12-LOX inh 0% and ERG-DNA inh -4%.
Screening CCC(C)[C@H](NC(=O)[C@@H]1CSC2c3ccccc3C(=O)N21)C(=O)NCc1ccco1 (stereo partly specified) returned RGS4 inhibitor -21%, JMJD2A Tudor -23%, PI4K2A inh 0, BAZ2B inh -39%, HP1b chromo inh 24%, GLS inh -2%, 12-LOX inh inconclusive and ERG-DNA inh -1%.
Screening Cc1sc(NC(=O)CN(CCc2ccccc2)C(=O)C2CC2)c(C(N)=O)c1C returned G9a inh -4%, RGS4 inhibitor 5%, JMJD2A Tudor -14%, PI4K2A inh 2, BAZ2B inh -21%, HP1b chromo inh 37%, GLS inh -3%, 12-LOX inh 2% and ERG-DNA inh 13%.
Screening O=C(O)CC1SC(=Nc2ccc(O)cc2)NC1=O (stereo unspecified) returned G9a inh 12%, RGS4 inhibitor 14%, JMJD2A Tudor 0%, PI4K2A inh 2, BAZ2B inh -1%, HP1b chromo inh 34%, GLS inh -3%, 12-LOX inh -9% and ERG-DNA inh -14%.
For CCCN1CCN(C(=O)c2cc(COc3ccc(F)c(F)c3)on2)CC1 the results were G9a inh -9%, RGS4 inhibitor -16%, JMJD2A Tudor -12%, PI4K2A inh -15, BAZ2B inh -16%, HP1b chromo inh 23%, GLS inh 1%, 12-LOX inh -23% and ERG-DNA inh 0%.
Screening O=C(O)c1cccc([N+](=O)[O-])c1C(=O)Nc1ccc2ccccc2c1 returned G9a inh inconclusive, RGS4 inhibitor -24%, JMJD2A Tudor -19%, PI4K2A inh -8, BAZ2B inh -9%, HP1b chromo inh 40%[activator], GLS inh 8%, 12-LOX inh inconclusive and ERG-DNA inh -2%.
CCCCCCCSc1nnc(-c2ccccc2N)c(=O)[nH]1 was read as G9a inh inconclusive, RGS4 inhibitor -14%, JMJD2A Tudor -11%, PI4K2A inh 0, BAZ2B inh -15%, HP1b chromo inh -4%, GLS inh -9%, 12-LOX inh -12% and ERG-DNA inh 2%.
Screening COc1ccc(NC(=O)Cn2nc(C)c3c(C)n(-c4ccccc4)nc3c2=O)cc1OC returned G9a inh inconclusive, RGS4 inhibitor -38%, JMJD2A Tudor -9%, PI4K2A inh -11, BAZ2B inh -30%, HP1b chromo inh 38%, GLS inh -16%, 12-LOX inh 0% and ERG-DNA inh -1%.
Screening CC1(C)Cc2cccc(OCC(=O)Nc3ccccc3C(F)(F)F)c2O1 returned G9a inh 90%[activator], RGS4 inhibitor 5%, JMJD2A Tudor 15%, PI4K2A inh -3, BAZ2B inh 5%, HP1b chromo inh 76%[activator], GLS inh 8%, 12-LOX inh -1% and ERG-DNA inh -3%.
COc1ccc(-c2[nH]ncc2CN2CCCCCCC2)c(OC)c1 was read as RGS4 inhibitor -15%, JMJD2A Tudor inconclusive, PI4K2A inh 0, BAZ2B inh inconclusive, HP1b chromo inh -10%, GLS inh -8%, 12-LOX inh inactive and ERG-DNA inh 1%.
Cc1cccc(C)c1OCCN1CCCC1 was read as G9a inh 25µM*, RGS4 inhibitor 5%, JMJD2A Tudor 25µM*, PI4K2A inh 11, BAZ2B inh inconclusive, HP1b chromo inh inconclusive, GLS inh 5%, 12-LOX inh -24% and ERG-DNA inh 3%.
`COc1ccc(NC(=O)Cn2c(=O)n(Cc3ccco3)c(=O)c3sc4ccccc4c32)c(OC)c1` gave G9a inh 0%[59 µM], RGS4 inhibitor -4%, JMJD2A Tudor -10%, PI4K2A inh -4, BAZ2B inh -9%, HP1b chromo inh 34%, GLS inh 1%, 12-LOX inh -18% and ERG-DNA inh 0%.
Screening CCOc1ccccc1NC(=O)C1CCN(C(=O)NCc2ccccc2)CC1 returned G9a inh -29%[59 µM], RGS4 inhibitor -20%[11.4 µM], JMJD2A Tudor -25%[57.1 µM], PI4K2A inh 7, BAZ2B inh -2%, HP1b chromo inh 50%[activator], GLS inh 2%, 12-LOX inh 7% and ERG-DNA inh 7%.
`COC(=O)c1ccc(CO/N=C/c2ccc(OC)cc2OC)cc1` gave G9a inh 10%[2.33 µM], RGS4 inhibitor -8%, JMJD2A Tudor 80%[activator], PI4K2A inh -4, BAZ2B inh 126%[activator], HP1b chromo inh 139%[activator], GLS inh 0%, 12-LOX inh -47% and ERG-DNA inh 1%.
For CCO/N=C(/c1nonc1N)N1CCN(c2ccc([N+](=O)[O-])cc2)CC1 the results were G9a inh 9%, RGS4 inhibitor 15%, JMJD2A Tudor 10%, PI4K2A inh 3, BAZ2B inh 3%, HP1b chromo inh 28%, GLS inh -6%, 12-LOX inh 0% and ERG-DNA inh 4%.
For COC(=O)c1ccccc1NS(=O)(=O)c1cc2c(cc1C)N(C)CCO2 the results were G9a inh -9%[59 µM], RGS4 inhibitor -3%, JMJD2A Tudor -6%, PI4K2A inh -4, BAZ2B inh inconclusive, HP1b chromo inh 23%, GLS inh -8%, 12-LOX inh -2% and ERG-DNA inh -3%.
`Cc1nn(C)c(Cl)c1CN1CCN(CCC(C)C)C(CCO)C1` (stereo unspecified) gave RGS4 inhibitor -3%[11.4 µM], JMJD2A Tudor -8%[11.4 µM], PI4K2A inh 1, BAZ2B inh 2%, HP1b chromo inh 44%[activator], GLS inh 6%, 12-LOX inh 11% and ERG-DNA inh 0%.
O=C(CCCN1C(=O)c2ccccc2C1=O)NCCCN1CCOCC1 was read as G9a inh 1%[59 µM], RGS4 inhibitor -2%[11.4 µM], JMJD2A Tudor -17%[57.1 µM], PI4K2A inh 2, BAZ2B inh -3%, HP1b chromo inh 22%, GLS inh -1%, 12-LOX inh -10% and ERG-DNA inh 0%.
CCOc1ccc(CCNC(=O)COC(=O)c2ccc(Cl)nc2)cc1OCC was read as G9a inh inconclusive, RGS4 inhibitor inconclusive, JMJD2A Tudor -6%, PI4K2A inh -6, BAZ2B inh 4%, HP1b chromo inh -4%, GLS inh 7%, 12-LOX inh -11% and ERG-DNA inh 14%.
For COc1ccccc1N1CCN(C(=O)c2cc3c(s2)CCC3)CC1 the results were G9a inh inconclusive, RGS4 inhibitor -13%, JMJD2A Tudor inconclusive, PI4K2A inh 11, BAZ2B inh -15%, HP1b chromo inh -2%, GLS inh 1%, 12-LOX inh 4% and ERG-DNA inh 3%.
Screening Cc1cc(C)n2cc(-c3ccc(Cl)cc3)c(C(=O)O)c2n1 returned G9a inh inconclusive, RGS4 inhibitor -13%, JMJD2A Tudor -23%, PI4K2A inh -2, BAZ2B inh -32%, HP1b chromo inh 11%, GLS inh 16%, 12-LOX inh -16% and ERG-DNA inh 18%.
Screening CCOC(=O)c1cnc(N2CCN(C(=O)OCC)CC2)[nH]c1=O returned G9a inh inconclusive, RGS4 inhibitor 13%, JMJD2A Tudor -13%, PI4K2A inh -3, BAZ2B inh 3%, HP1b chromo inh 33%, GLS inh 0%, 12-LOX inh -14% and ERG-DNA inh -1%.
Screening CC(C(=O)N1CCCC1)c1ccc([N+](=O)[O-])cc1 (stereo unspecified) returned G9a inh -7%, RGS4 inhibitor 13%, JMJD2A Tudor -4%, PI4K2A inh 1, BAZ2B inh -33%, HP1b chromo inh 25%, GLS inh 2%, 12-LOX inh -1% and ERG-DNA inh 7%.
O=C(CCc1ccccc1)Nc1ncc2c(n1)CCCC2=O was read as G9a inh -2%[59 µM], RGS4 inhibitor 10%, JMJD2A Tudor -10%, PI4K2A inh 6, BAZ2B inh 13%, HP1b chromo inh 32%, GLS inh -2%, 12-LOX inh 11% and ERG-DNA inh -5%.
`COc1ccc(CCNC(=O)C(=O)NCc2ccccc2)cc1OC` gave G9a inh 85%[activator][59 µM], RGS4 inhibitor 10%, JMJD2A Tudor 0%, PI4K2A inh 2, BAZ2B inh -23%[57.1 µM], HP1b chromo inh 44%, GLS inh 9%, 12-LOX inh 273%[activator] and ERG-DNA inh -1%.
`Cc1ccc(CN(C)C(=O)COC(=O)CSc2ccc([N+](=O)[O-])cc2)cc1` gave G9a inh inconclusive, RGS4 inhibitor inconclusive, JMJD2A Tudor -34%, PI4K2A inh -2, BAZ2B inh -24%, HP1b chromo inh inconclusive, GLS inh 9%, 12-LOX inh -19% and ERG-DNA inh -10%.
Cc1nnc2n1N=C(c1ccc3c(c1)NC(=O)CO3)CS2 was read as G9a inh inconclusive, RGS4 inhibitor 9%[11.4 µM], JMJD2A Tudor -6%[11.4 µM], PI4K2A inh -11, BAZ2B inh -10%, HP1b chromo inh 71%[activator], GLS inh 1%, 12-LOX inh 0% and ERG-DNA inh 4%.

Retrieved by compound from above:
For COC(=O)c1ccccc1NS(=O)(=O)c1cc2c(cc1C)N(C)CCO2 the results were G9a inh -9%[59 µM], RGS4 inhibitor -3%, JMJD2A Tudor -6%, PI4K2A inh -4, BAZ2B inh inconclusive, HP1b chromo inh 23%, GLS inh -8%, 12-LOX inh -2% and ERG-DNA inh -3%.
O=C(CCc1ccccc1)Nc1ncc2c(n1)CCCC2=O was read as G9a inh -2%[59 µM], RGS4 inhibitor 10%, JMJD2A Tudor -10%, PI4K2A inh 6, BAZ2B inh 13%, HP1b chromo inh 32%, GLS inh -2%, 12-LOX inh 11% and ERG-DNA inh -5%.

These rows are one share of the data. The share of hits here may be higher or lower than overall.
